ABCB6 inh 2 = blocks the human ABCB6 transporter | fluorescence ratio to DMSO, % at 10 µM | 360,000 compounds, 0.19% hits | K562-ABCB6 porphyrin accumulation, flow cytometry, 1 h; active compounds read low;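 active means fluorescence ratio to DMSO below 75%, the collection mean minus 3 SD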;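 further: signal is porphyrin accumulated inside mitochondria; 100% equals median channel fluorescence of DMSO control wells; lower ratio means ABCB6 inhibition with less porphyrin fluorescence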
ABHD5-PLIN5 inh = blocks binding of human ABHD5 to perilipin-5; inhibition, % at 4 µM; Split G. princeps luciferase complementation, luminescence, 4 h; 360,000 compounds, 0.78% hits;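 active means inhibition above the mean inhibition across every tested compound plus 3 SD, cut at about 22% in these data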;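 further: 0% = DMSO only wells and the 100% control is not disclosed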
H9c2 protect = modulators protecting cardiomyocytes from myocardial damage. H9c2 cardiomyocytes, H2O2 injury protection, ATPLite, 2 h. protection from H2O2 cell death, % at 20 µM. 360,000 compounds, 0.63% hits. AID 588492;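 active means compounds giving at least 50% protection of heart cells from peroxide-induced death in the single-dose screen, raw or plate-pattern-corrected value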;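 further: 0% = DMSO wells with peroxide and 100% = DMSO wells without peroxide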
Glyco luc inh = N-linked glycosylation inhibition; D54 ERlucT glycosylation luciferase reporter, 24 h; percent of 100 nM tunicamycin response; 360,000 compounds, 0.23% hits; AID 588692; reporter increase, % at 12.5 µM;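 active means mean luciferase reporter signal, scaled so untreated is 0 and the glycosylation-blocking control 100, at or above a set limit in every replicate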;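 further: luciferase carries N-glycosylation sites so blocking glycosylation raises the light; 0% = median of neutral control wells and 100% = median of 100 nM tunicamycin wells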
MC4R barr agon = activates human MC4R beta-arrestin recruitment | activation, % at 8.9 µM | U2OS MC4R beta-arrestin complementation, luminescence; percent of melanotan II response, DMSO zero | P32245 | AID 540308 | 360,000 compounds, 0.98% hits;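 active means activation above a per-plate cutoff, the mean activation of sample wells on that plate plus 3 SD, cut at about 8% in these data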
Target sequence (P32245 whole entry, looked up): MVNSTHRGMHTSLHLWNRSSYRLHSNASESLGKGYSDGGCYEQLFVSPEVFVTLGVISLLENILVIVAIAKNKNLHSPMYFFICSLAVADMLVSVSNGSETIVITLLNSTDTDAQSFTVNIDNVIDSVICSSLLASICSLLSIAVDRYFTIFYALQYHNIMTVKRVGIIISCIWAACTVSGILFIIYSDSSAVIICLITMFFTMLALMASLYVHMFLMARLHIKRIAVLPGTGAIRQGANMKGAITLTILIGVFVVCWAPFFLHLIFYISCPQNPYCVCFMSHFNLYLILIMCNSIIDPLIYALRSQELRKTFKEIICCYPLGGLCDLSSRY
MC4R antag cAMP = antagonists of human melanocortin 4 receptor (MC4R); MC4R-expressing cells, MTII-stimulated cAMP, LANCE TR-FRET; inhibition, % at 6.5 µM; 360,000 compounds, 0.48% hits; AID 540295;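 active means inhibition above its plate's cutoff, the mean of tested wells on that plate plus 3 SD, cut at about 29% in these data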;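 further: 0% = Melanotan II alone and 100% = Melanotan II plus saturating MCL0020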
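Assay system: human MC4R-expressing U2OS cells; reagent: Melanotan II stimulation of cells; dosing: 6.5 µM single dose; timing: compound 30 min, challenge 1 h, detection 1 h; signal: TR-FRET cAMP assay; replicates: one well per compound, no replicates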
TLR9-MyD88 block = inhibitors of human TLR9-MyD88 binding; inhibition, % at 4.98 µM; 340,000 compounds, 0.21% hits; CHO BLA complementation TLR9-MyD88, CCF4 FRET ratio; Q9NR96+Q99836;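 active means inhibition above the mean over all tested compounds plus 3 SD, cut at about 21% in these data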;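 further: 0% = DMSO only wells and 100% = clavulanate BLA inhibitor control wells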
m5-HT2A agonist = mouse HTR2A agonism via beta-arrestin recruitment; AID 624169; activation, % at 7.6 µM; CHO-K1 mHTR2A beta-arrestin complementation, luminescence; percent of 30 µM serotonin response; 360,000 compounds, 0.66% hits;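 active means activation above a run cutoff, the mean activation of all tested compounds plus 3 SD, cut at about 14% in these data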;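 further: 0% = plate median of compound wells and 100% = 30 µM serotonin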
NOD2-RIPK2 inh = blocks binding of human NOD2 to RIPK2; CHO BLA complementation NOD2-RIPK2, CCF4 ratio; AID 624267; O43353; 360,000 compounds, 0.38% hits; inhibition, % at 4.98 µM; in the data active means inhibition above about 21%;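 further: 0% = vehicle only and 100% = reference blocker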
Target sequence (O43353 whole entry, looked up): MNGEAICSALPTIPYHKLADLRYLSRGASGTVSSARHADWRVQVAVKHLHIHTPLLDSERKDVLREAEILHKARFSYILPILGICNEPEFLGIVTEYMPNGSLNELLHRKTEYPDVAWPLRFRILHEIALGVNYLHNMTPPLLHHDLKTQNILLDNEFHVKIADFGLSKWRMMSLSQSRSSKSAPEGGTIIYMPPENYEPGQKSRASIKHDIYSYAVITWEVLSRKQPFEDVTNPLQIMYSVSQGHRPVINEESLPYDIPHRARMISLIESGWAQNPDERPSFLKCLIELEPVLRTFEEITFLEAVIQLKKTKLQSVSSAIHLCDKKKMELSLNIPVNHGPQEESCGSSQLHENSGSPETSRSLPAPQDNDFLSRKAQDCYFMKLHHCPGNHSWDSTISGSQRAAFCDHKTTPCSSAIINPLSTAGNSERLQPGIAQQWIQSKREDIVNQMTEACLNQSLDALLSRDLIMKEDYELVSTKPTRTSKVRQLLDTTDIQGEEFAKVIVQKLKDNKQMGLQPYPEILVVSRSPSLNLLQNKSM
NCOA2 inhibitor = human SRC2 (NCOA2) inhibition; HEK293 GAL4-SRC2 luciferase reporter, luminescence; AID 651957; inhibition, % at 9 µM; 370,000 compounds, 0.17% hits;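 active means inhibition above the mean inhibition of all tested compounds plus 3 SD, set per campaign, cut at about 52% in these data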;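 further: 0% = DMSO treated cells and 100% = cells given Gossypol at 36 µM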
* marks the source's active call; other numbers are inactive results; · = not tested or not shown.

entry	smiles	ABCB6 inh 2	ABHD5-PLIN5 inh	H9c2 protect	Glyco luc inh	MC4R barr agon	MC4R antag cAMP	TLR9-MyD88 block	m5-HT2A agonist	NOD2-RIPK2 inh	NCOA2 inhibitor
1	CCN(CC)C(=O)CCSc1nnc(-c2ccncc2)o1	101	-3	13	-1	1.5	13	-11	0	1	4
2	Cc1ccc(S(=O)(=O)N(CC(=O)NC2CC2)c2ccc(C)c(Cl)c2)cc1	99	-9	-6	0	-4.0	16	-13	-2	1	-26
3	COCCNc1ncnc2c1ncn2[C@H]1CN(Cc2ccc3c(c2)OCO3)C[C@@H](CO)O1	99	-6	4	1	-1.2	6	·	3	2	-8
4	O=C(CSc1nc2ccccc2c(=O)n1Cc1ccc(C(=O)NC2CC2)cc1)NCc1ccco1	95	-4	1	-6	-0.3	0	2	-2	2	-31
5	CCC(=O)Nc1nc2c(s1)COc1ccccc1-2	83	0	10	1	-0.1	1	9	18*	-20	-30
6	O=C(CCc1ccccc1)Nc1ccc(NC(=O)C2CCCCC2)nc1	101	-2	7	0	-1.4	2	0	1	-14	-5
7	Cc1ccc(S(=O)(=O)NCC(=O)NCC2COc3ccccc3O2)cc1C (stereo not given)	97	-2	-7	2	-2.6	11	-2	-6	-8	8
8	CN(C)S(=O)(=O)N1CCN(S(=O)(=O)N(C)C)CC1	100	0	0	-2	0.8	6	0	3	8	-6
9	Cc1ccc(S(=O)(=O)N2CCOCC2)cc1NC(=O)COC(=O)C1=COCCO1	96	2	-1	-2	-3.4	-3	4	0	-1	-16
10	CCO[C@H]1OC(C(=O)N2CCN(C)CC2)=C[C@@H](c2coc3ccccc3c2=O)[C@@H]1CCCO	98	4	15	3	-0.8	0	-1	1	-5	-29
11	CCCCN(Cc1ccccc1)C(=O)C1CCN(S(=O)(=O)c2c(C)noc2C)CC1	91	0	-2	-3	4.4	5	-2	2	-5	0
12	Cc1ccccc1CN1CCNC1=O	103	5	-2	-1	-1.0	7	10	1	3	-8
13	CCc1ccccc1OCCCOc1ccc(OC)cc1	105	-8	-15	1	-0.4	0	16	4	-2	-3
14	COc1ccc(C(CNC(=O)Nc2ccc(Cl)cc2)N2CCN(C)CC2)cc1 (stereo not given)	102	1	1	-7	-4.2	18	-4	-9	-1	-35
15	CC(NC(=O)c1ccco1)C(=O)N(C)Cc1ccc(C(F)(F)F)cc1 (stereo not given)	85	12	4	1	-2.2	11	4	1	4	2
16	Cc1cc(-c2ccn[nH]2)c(C)s1	99	-1	-8	1	-2.2	3	2	4	0	-10
17	COc1ccc(-n2c(O)c(/C=N/NS(=O)(=O)c3ccc(C)cc3)c3ccccc3c2=O)cc1OC	340	-3	-6	3	1.4	6	4	-1	11	-6
18	COCCN(C(=O)Cc1cccs1)c1nnc(-c2cccnc2)s1	92	0	0	3	-0.8	16	7	2	-5	-7
19	O=[N+]([O-])c1ccc(NCCCc2ccccc2)cc1	94	1	-8	-2	-3.1	-2	8	-6	8	-35
20	CN1CCN(C(=O)c2ccc3c(c2)N(Cc2ccccc2)CCS3)CC1	102	7	-1	4	-1.1	12	-5	-12	11	·
21	Cc1ccccc1CN1[C@@H](CC2CCCCC2)COCCS1(=O)=O	98	-15	-13	-6	3.3	3	-1	6	-7	17
22	CCC(=O)Oc1oc(-c2ccccc2)nc1C=Nc1ccccc1OC	92	4	-11	4	-0.1	18	6	4	-5	4
23	CCN(CC)S(=O)(=O)c1ccc(S(=O)(=O)Nc2ccc3c(c2)oc2ccccc23)cc1	98	-7	-22	1	-1.8	12	4	-5	-1	-11
24	O=[N+]([O-])c1cccc(/C=N/Nc2nnc(-c3ccccc3)c(-c3ccccc3)n2)c1	99	4	1	3	0.9	11	-7	-2	-13	-3
25	c1ccc(CCCNc2ncccn2)cc1	95	-5	-3	3	-1.3	6	3	-1	3	-4
26	CCOc1ccc(Cl)cc1S(=O)(=O)N1CCN(c2ccc(F)cc2)CC1	98	-1	-3	-3	-0.5	3	-12	-6	-1	-12
27	CN1CCN(c2ccccc2NC(=O)c2ccc(-c3ccc(Br)cc3)o2)CC1	103	5	24	8	-2.7	6	-2	-5	-11	·
28	COc1ccc(C(=O)Nc2cc(Cl)ccc2N2CCOCC2)cc1S(=O)(=O)N1CCOCC1	102	1	10	-2	-3.6	22	-11	3	-13	4
29	CCOC(=O)C1CCCN(S(=O)(=O)c2cccc3nsnc23)C1 (stereo not given)	99	1	-1	0	-1.7	4	9	3	-8	14
30	CCOC(=O)C1CCN(C(c2ccc(OC)c(OC)c2)c2sc3nc(C)nn3c2O)CC1 (stereo not given)	101	7	1	2	-0.2	8	0	1	0	17

Complete entries, looked up by structure. Order of screens: ABCB6 inh 2, ABHD5-PLIN5 inh, H9c2 protect, Glyco luc inh, MC4R barr agon, MC4R antag cAMP, TLR9-MyD88 block, m5-HT2A agonist, NOD2-RIPK2 inh, NCOA2 inhibitor
O=C(CSc1nc2ccccc2c(=O)n1Cc1ccc(C(=O)NC2CC2)cc1)NCc1ccco1 across the screens: 95, -4, 1, -6, -0.3, 0, 2, -2, 2, -31
CCC(=O)Nc1nc2c(s1)COc1ccccc1-2 across the screens: 83, 0, 10, 1, -0.1, 1, 9, 18*, -20, -30
COc1ccc(C(CNC(=O)Nc2ccc(Cl)cc2)N2CCN(C)CC2)cc1 (stereo not given) across the screens: 102, 1, 1, -7, -4.2, 18, -4, -9, -1, -35
Cc1ccc(S(=O)(=O)N2CCOCC2)cc1NC(=O)COC(=O)C1=COCCO1 across the screens: 96, 2, -1, -2, -3.4, -3, 4, 0, -1, -16

The list continues.
entry	smiles	ABCB6 inh 2	ABHD5-PLIN5 inh	H9c2 protect	Glyco luc inh	MC4R barr agon	MC4R antag cAMP	TLR9-MyD88 block	m5-HT2A agonist	NOD2-RIPK2 inh	NCOA2 inhibitor
31	Cc1cc(C)c(S(=O)(=O)c2cccc(C)c2C)c(=O)[nH]1	110	-1	-1	0	-1.7	13	2	-5	2	-25
32	COc1ccc(-n2nc3c(N4CCC(C(=O)NCCc5ccco5)CC4)nnc(C)c3c2C)cc1	95	17	5	-3	-1.8	5	-5	2	1	-29
33	CC1=C(C(=O)N2CCCCCC2)CC(CC(=O)NCCN2CCOCC2)C(=O)N1Cc1ccc(C(C)(C)C)cc1 (stereo not given)	98	4	·	·	·	·	·	1	-7	-2
34	COc1cccc(NC(=O)CSc2nc(N)cc(N)n2)c1	99	0	0	-2	-0.9	5	-2	-2	8	-6
35	Cc1c(Cl)cccc1NC(=O)c1cc(-c2ccco2)on1	169	0	3	1	2.5	10	-12	1	-8	-42
36	COc1ccc(CCN(C)Cc2ccc(OC)c(OCc3ccccc3)c2)cc1OC	99	3	-12	-1	-0.7	6	-1	-8	-3	·
37	COc1cc(C(C(=O)NCc2ccccc2)N(Cc2ccco2)C(=O)c2cnccn2)cc(OC)c1OC (stereo not given)	97	-1	-6	1	-4.5	0	4	-2	2	-40
38	COc1ccc(CCn2c(=N)c(C(=O)NC3CCCC3)cc3c(=O)n4ccccc4nc32)cc1OC	107	0	-3	19	-0.5	4	-1	1	1	-1
39	CC1(C)C(=O)Nc2ccccc2N1C(=O)COC(=O)c1cc(Cl)cc(Cl)c1	102	10	1	-1	1.9	8	6	2	0	-5
40	Cn1cc(Cl)c(C(=O)Nc2nccs2)n1	97	2	8	0	-1.1	10	7	0	10	-15
41	O=c1[nH]oc2cc(Cl)ccc12	93	0	-1	1	-0.7	-5	2	4	-7	6
42	Cc1cc(C=O)c(C)c2c1[nH]c1ccccc12	100	2	-3	-5	0.8	-4	-9	-1	-10	24
43	CCCCc1ncc(CN2CCC(n3nccc3NC(=O)c3ccccc3OC)CC2)[nH]1	98	-1	6	2	0.4	1	-2	2	-9	-5
44	C[C@@H]1CN([C@@H](C)CO)C(=O)CCCn2nncc2CO[C@H]1CN(C)C(=O)c1ccccc1	95	-2	-3	2	1.8	4	2	1	-16	-19
45	CCOc1ccc(S(=O)(=O)N(C)c2ccc(OCC(=O)Nc3nccs3)cc2)cc1	94	1	-6	2	-2.6	12	0	-2	-1	17
46	CC12CCC(=O)N1C(C(=O)Nc1nc3ccccc3s1)CS2 (stereo not given)	98	-8	-3	-3	-1.1	2	3	1	1	0
47	O=C(NCCN1C(=O)C2C3C=CC(C3)C2C1=O)Nc1ccccn1 (stereo not given)	97	6	-3	0	-0.4	4	-1	1	-9	4
48	C=CCn1c(C)cc(C(=O)COC(=O)c2n[nH]c(=O)c3ccccc23)c1C	100	-1	-16	-12	-0.3	-5	-10	1	-5	-62
49	COc1ccc(-c2csc(N3C(=O)CNC3=S)n2)cc1	95	-1	2	-18	-3.2	9	-8	1	0	-58
50	COc1ccc(CCNC(=O)CSc2nnc3c(n2)[nH]c2ccc(F)cc23)cc1OC	99	-2	4	-1	0.9	13	6	9	7	-6
51	CC(OC(=O)CNC(=O)c1ccc(Cl)c([N+](=O)[O-])c1)C(=O)NC1CCCCC1C (stereo not given)	102	-1	-9	-2	-1.5	13	-4	1	-6	-44
52	CCN1CCN(CCCNC(=O)c2ccc3c(c2)NC(=O)/C(=C\c2cccc(C)c2)S3)CC1	96	15	-16	-11	-3.0	4	10	-4	5	4
53	NC1=NC[C@@H](Cc2ccc(O)cc2)N1CC1CCCCC1	93	-2	8	2	-1.0	3	-7	-5	1	-30
54	O=C(CN(Cc1ccc(F)cc1)C(=O)c1csnn1)NCc1ccccc1	94	2	0	-1	-1.7	21	1	-8	-1	-1

Screening results as filed in PubChem.

Only part of the results is shown, so the mix of outcomes need not match the whole.
